# Screening results from PubChem BioAssay.
# GPT2 inh = GPT2 alanine aminotransferase inhibition | Q8TD30 | Recombinant GPT2, coupled pyruvate oxidase/HRP Amplex Red fluorescence | Potency, µM (top dose mostly 57.7 µM), for the others: at the top dose activity change, negative = inhibition, actives largely listed as inhibitors | hit rate 0.25% among 100,000 | AID 1671188; further: potency means the concentration at half of the fitted maximal effect; nearly all actives have a fitted effect of over 60% in size; many of its hits are not listed in these tables
# Target sequence (Q8TD30 whole entry, looked up): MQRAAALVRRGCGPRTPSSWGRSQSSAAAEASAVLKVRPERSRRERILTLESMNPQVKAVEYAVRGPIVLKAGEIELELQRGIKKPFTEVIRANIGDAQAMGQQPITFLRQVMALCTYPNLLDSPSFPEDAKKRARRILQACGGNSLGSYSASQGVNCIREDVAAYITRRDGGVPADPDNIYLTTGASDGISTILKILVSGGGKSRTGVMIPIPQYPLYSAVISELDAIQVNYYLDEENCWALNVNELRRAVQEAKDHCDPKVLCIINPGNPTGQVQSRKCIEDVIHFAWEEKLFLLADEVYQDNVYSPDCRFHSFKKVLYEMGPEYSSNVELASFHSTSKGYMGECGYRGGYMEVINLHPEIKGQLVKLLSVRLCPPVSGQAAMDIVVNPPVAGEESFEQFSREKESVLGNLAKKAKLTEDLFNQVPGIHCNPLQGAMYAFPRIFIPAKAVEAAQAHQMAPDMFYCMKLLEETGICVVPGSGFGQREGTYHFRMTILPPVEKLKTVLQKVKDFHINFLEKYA
#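 GPT2 10ng/uL, a-KG 250uM, L-Ala 2mM, HEPES pH7.5 + 0.0001% Tween; 30 min RT. Then Amplex mix (PO/HRP/ThPP), 30 min RT dark, fluorescence. AOA 50uM used as positive control.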
# 3T3 cytotox = kills NIH 3T3 cells; NIH 3T3 viability, CellTiter-Glo ATP luminescence, 48-72 h; Potency, µM (titrated, usually from 96.7 µM), for the others: at the top dose activity change, negative = cytotoxicity, actives largely listed as inhibitors; hit rate 4.3% among 94,000; further: potency means the concentration at half of the fitted maximal effect; nearly all actives have a fitted effect of over 55% in size
#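 Mouse fibroblast NIH 3T3 cells, 400 per well, received compound via pintool and were incubated for 48 or 72 hr prior to CellTiter-Glo ATP luminescence measurement.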
# FLuc inh = blocks purified firefly luciferase enzyme activity; Potency, µM (doses to about 115 µM), for the others: at the highest dose activity change, negative = inhibition, usual class: inhibitors; purified P. pyralis luciferase, luminescence, biochemical; hit rate 2.5% among 76,000; P08659; further: potency means the concentration at half of the fitted maximal effect; nearly all actives have a fitted effect of over 65% in size
# Target sequence (P08659 whole entry, looked up): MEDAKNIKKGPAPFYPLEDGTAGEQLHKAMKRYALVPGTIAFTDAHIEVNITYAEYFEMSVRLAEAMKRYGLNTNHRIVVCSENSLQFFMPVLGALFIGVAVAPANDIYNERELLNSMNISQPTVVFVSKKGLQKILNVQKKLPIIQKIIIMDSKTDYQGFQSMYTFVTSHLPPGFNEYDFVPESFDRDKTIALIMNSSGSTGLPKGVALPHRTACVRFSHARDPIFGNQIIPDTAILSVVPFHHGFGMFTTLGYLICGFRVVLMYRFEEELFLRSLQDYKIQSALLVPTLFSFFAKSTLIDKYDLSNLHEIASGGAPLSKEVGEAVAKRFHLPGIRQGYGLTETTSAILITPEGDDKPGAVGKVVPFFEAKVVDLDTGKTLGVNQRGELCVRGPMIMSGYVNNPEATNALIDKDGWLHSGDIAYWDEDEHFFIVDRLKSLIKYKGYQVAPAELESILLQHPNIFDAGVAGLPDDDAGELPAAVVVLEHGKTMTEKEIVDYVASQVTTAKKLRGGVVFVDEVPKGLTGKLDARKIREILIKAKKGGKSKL
#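 Purified P. pyralis luciferase (10nM final) in 50mM Tris acetate pH 7.5, 10mM Mg acetate, 0.01% Tween-20, 0.05% BSA with 10uM D-luciferin and 10uM ATP. Compounds titrated qHTS. Luminescence imaged on CCD.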
# SNCA viab count = cell viability loss counter-screen; hit rate 0.12% among 150,000; Potency, µM (highest dose often 57.1 µM), inactives show at the highest dose activity change, negative = cytotoxicity, hits mostly cytotoxic; HEK-293-SNCA-luc viability, GF-AFC fluorescence, 24 h;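 further: potency means the concentration at half of the fitted maximal effect; 0% = DMSO-treated cells and -100% = medium-only wells without cells; nearly all actives have a fitted effect of over 30% in size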
#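 HEK-293-SNCA-luc cells (1500/well) plated 24 h, then exposed 24 h to a dilution series; GF-AFC added 30 min at 37C, fluorescence 405/540 nm; normalised to medium-only and DMSO wells, Hill fit.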
# IP6K1 inhibitor = IP6K1 kinase inhibition | AID 1645851 | activity change, % (series mostly up to about 58 µM) | IP6K1 kinase, ADP-Glo luminescence, 2 h; hits give low values | hit rate 0.81% among 140,000; in the data active means activity change below about -25%
#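 ADP-Glo luminescence measures ADP made by human IP6K1 during a 2 h RT reaction with ATP/IP6 (mix at 1.3 mM/130 uM); top library doses 57.5 and 19.1 uM final.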
# SNCA expr inh = inhibitors of alpha-synuclein (SNCA) gene expression; Potency, µM (highest dose often 57.2 µM), without a hit: at the highest dose activity change, negative = inhibition, most hits filed as inhibitors; hit rate 0.17% among 140,000; HEK-293 SNCA-luciferase knock-in, luminescence, 24 h;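 further: potency means the concentration at half of the fitted maximal effect; plate controls were DMSO cells for no effect and cell-free wells for full effect; nearly all actives have a fitted effect of over 45% in size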
# HEK293 tox = kills HEK 293 cells; HEK 293 viability, ATP luminescence (CellTiter-Glo), 48-72 h; Potency, µM (top dose mostly 115 µM), for inactives: at the highest dose activity change, negative = cytotoxicity, usual class: inhibitors; hit rate 6.6% among 94,000; further: potency means the concentration at half of the fitted maximal effect; nearly all actives have a fitted effect of over 60% in size
#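 Cytotoxicity was scored by loss of ATP-coupled luminescence (CellTiter-Glo) in HEK 293 cells. Compound treatment ran 48 or 72 hr at 37 degree Celsius, 5% CO2, 95% humidity.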
# * hit, by the source's call; i = inactive; u = inconclusive; x = no result given; & = joins results of further samples; [ ] = remark or other dose. Unless noted, the call rests on the fitted dose curve; in most records, active means well fitted curve in the direction sought with a large enough effect; inconclusive means small, poorly fitted or top-dose-only effect, or another doubt; inactive means no such curve, though single readings can be large; an effect the other way counts as inactive or inconclusive. Unless noted, on the % scale 0 is the no-effect control and ±100 the full control effect. An excerpt; rates above refer to the full screens.
(1) C[C@@H](NC(=O)CN(c1ccccc1)S(=O)(=O)N(C)C)c1ccccc1
(2) O=C1C(CCS(=O)c2ccccc2)C(=O)N(c2ccccc2)N1c1ccccc1 (stereo not given)
(3) O=C(CCCc1ccccc1)N1CCC[C@H]1c1nc(-c2ccccc2Cl)no1
(4) O=C1OCC2=C1C(c1ccccc1)NC(=O)N2CC(=O)N1CCOCC1 (stereo not given)
(5) C[C@@H]1O[C@@H](O[C@H]2[C@H](OC(=O)C34CCC5(C)C(=CCC6C7(C)CC(O)C(O[C@@H]8O[C@H](C(=O)O)[C@@H](O)[C@H](O)[C@H]8O)C(C)(C(=O)O)C7CCC65C)C3CC(C)(C)CC4O)O[C@H](C)[C@@H](O)[C@@H]2O)[C@H](O)[C@@H](O[C@@H]2OC[C@](O)(CO)[C@H]2O[C@@H]2O[C@H](CO)[C@@H](O)[C@H](O)[C@H]2O)[C@H]1O (stereo not given in full)
(6) O=C(c1cc(Br)cn2ccnc12)N1CCC(N2CCNC2=O)CC1
(7) Cc1ccc(NC(=O)Cn2c(=O)ccc3cc(S(=O)(=O)N4CCC(C)CC4)ccc32)cc1Cl
(8) COCCNC(=O)c1nn(-c2ccc(C)cc2)c(=O)c2c1c1ccccc1n2C

screen / no.	1	2	3	4	5	6	7	8
GPT2 inh	x	i	i	u	i[11.5 µM]	i	x	x
3T3 cytotox	x	x	u	2%	x	i	x	x
FLuc inh	x	x	-8%	7%	x	8%	x	x
SNCA viab count	8%	-7%[23.9 µM]	-13%	0%	-24%[12.5 µM]	-13%	2%	7%
IP6K1 inhibitor	13	-7	2	-9	14	-11	0	10
SNCA expr inh	-7%	-37%[25.6 µM]	-6%	-11%	x	-7%	5%	-12%
HEK293 tox	x	x	u	-5%	x	2%	x	x

(9) COc1ccccc1CNc1nc2nc(C)c(Cl)c(C)n2n1
(10) O=C(NCc1cccnc1)c1nc(-c2ccc(F)cc2)c2ccccn12
(11) O[C@@H]1C[C@@H](c2nc(-c3ccc4c(c3)OCO4)no2)N(CC2CC2)C1
(12) COc1ccc(NC(=O)CN2C(=O)C3(SCC(=O)N3c3cccc(OC)c3)c3ccccc32)cc1 (stereo not given)
(13) COC(=O)N1CC2=CC(C)(C)COc3ccc(OC)c(c32)C1
(14) COC[C@@H]1CN(Cc2cccc(C#N)c2)C[C@H]1c1ccccn1
(15) COc1ccc(NC(=O)N2C[C@@H](F)C[C@H]2C(=O)N2CCCCC2)c(C)c1
(16) CCCn1ncc(C(=O)N2C[C@H](CO)C[C@H](CN3CCCC3)C2)c1C

screen / no.	9	10	11	12	13	14	15	16
GPT2 inh	x	i	i	x	x	i	i	-6%
3T3 cytotox	x	u	-27%[174 µM]	x	u	-24%	i	-10%
FLuc inh	x	2%	22µM*	x	x	-2%	0%	5%
SNCA viab count	6%	1%	6%[87.6 µM]	-2%	x	-1%	-9%	-5%
IP6K1 inhibitor	-7	22	17	16	-1	8	0	6
SNCA expr inh	1%	3%	112%[activator][87.6 µM]	-23%	x	u	-19%	16%
HEK293 tox	x	u	u	x	u	u	14%	-16%

(17) Cc1ccc(C)c(S(=O)(=O)c2cn(C)c3cc(N4CCCCC4C)c(F)cc3c2=O)c1 (stereo not given)
(18) CN(C)C(=O)c1ccc(CC2CC(=O)N(c3ccccc3)C2)nc1 (stereo not given)
(19) CCn1cc(C(=O)NCCc2ccc(C)cc2)c(=O)c2cc(S(=O)(=O)N3CCC(C)CC3)ccc21
(20) Cc1nn(-c2ccc(C(F)(F)F)cc2)c(C)c1[C@@H]1C=C[C@@H](NC(=O)c2ccc(N(C)C)cc2)C1
(21) CN(C)c1ccc(-c2noc([C@@H]3CCCN3Cc3nc4ccccc4n3C)n2)cn1
(22) O=C(CSc1ncc(CO)n1Cc1ccccc1)Nc1nc2ccccc2s1
(23) COc1ccc(Cl)cc1-c1ccc2c(c1)C(=O)N1CCN(C(=O)c3cnccn3)C[C@H]1C(=O)N2
(24) COc1ccc(-n2ccn(CC(=O)Nc3ccc(C)cc3C)c(=O)c2=O)cc1

screen / no.	17	18	19	20	21	22	23	24
GPT2 inh	x	i	x	-14%	i	x	2%	x
3T3 cytotox	x	i	x	u	u	x	-28%	x
FLuc inh	x	11%	x	u	2%[172 µM]	x	-8%	x
SNCA viab count	2%	1%	7%	-3%	-10%[87.6 µM]	9%	4%	-13%
IP6K1 inhibitor	19	-4	-4	10	6	-8	11	-11
SNCA expr inh	-19%	4%	-4%	15%	5%[87.6 µM]	u	-18%	u
HEK293 tox	x	i	x	u	112µM*	x	u	x

# As entered above:
# no. 6 in SNCA expr inh has -7%
# no. 9 in SNCA viab count has 6%

# Later entries.
(25) CCOC(=O)C1CCCCN1C(=O)c1cn(C(c2ccccc2)c2ccccc2)nn1 (stereo not given)
(26) COc1ccc(-c2ccnc3nc(C4CCCO4)nn23)c(F)c1 (stereo not given)
(27) CCC(=O)N1Cc2ccccc2CC2(CCN(CC3CCOCC3)C2)C1 (stereo not given)
(28) COCCn1c(SCC(=O)c2ccc(F)cc2)nc2cc(C(=O)NC3CCCC3)ccc2c1=O
(29) COCc1noc([C@@H]2CN(Cc3ccc(C)cn3)C[C@H]2COC)n1
(30) CCOC(=O)c1ccc(NC(=O)CSc2nnc3c4ccccc4n(CC)c3n2)cc1
(31) O=C(CCCc1ccccc1)N1CCCC1c1nc(C2CCOCC2)no1 (stereo not given)
(32) O=C1CCN(C(=O)C2CCN(Cc3c[nH]c4ccccc34)CC2)CCCCCCN1

screen / no.	25	26	27	28	29	30	31	32
GPT2 inh	-13%	-2%	u	x	-15%	x	i	-7%
3T3 cytotox	-25%	i	-29%	x	-16%	x	-27%	-13%
FLuc inh	1%	4%	x	x	-9%	x	-10%	-11%
SNCA viab count	5%	-8%	-1%	9%	2%	-1%	-6%	0%
IP6K1 inhibitor	12	0	-11	5	-13	25	14	-4
SNCA expr inh	-14%	-4%	24%	3%	18%	-19%	0%	27%
HEK293 tox	u	4%	-21%	x	u	x	u	i

# Exported as tab-separated lines: part of the list above.
entry	Compound	GPT2 inh	3T3 cytotox	FLuc inh	SNCA viab count	IP6K1 inhibitor	SNCA expr inh	HEK293 tox
22	O=C(CSc1ncc(CO)n1Cc1ccccc1)Nc1nc2ccccc2s1	x	x	x	9%	-8	u	x
15	COc1ccc(NC(=O)N2C[C@@H](F)C[C@H]2C(=O)N2CCCCC2)c(C)c1	i	i	0%	-9%	0	-19%	14%

# (list continues)
(33) COC(=O)[C@@H](Cc1cccnc1)NC(=O)[C@H]1CN(C(=O)Nc2ccccc2)CCN1C(C)=O
(34) Cc1noc(C)c1[S+](=O)([O-])N1CCC(C(=O)N2CCC(c3nc4ccncc4[nH]3)C2)CC1 (stereo not given)
(35) O=C1CO[C@H]2CCN(CCCc3ccccc3)CC[C@@H]2N1Cc1ccccc1
(36) Cc1cc(C(=O)N2CC(F)(F)C[C@H]2c2nnc(C3CC3)o2)c(C)o1
(37) Cc1cc(Br)ccc1NC(=O)C[C@H]1NC(=O)c2ccccc2NC1=O
(38) Cn1nc(C2CCN(C(=O)Nc3ccc(Cl)cc3)CC2)[nH]c1=O
(39) CCCCC(=O)NC1CCN(c2cnn(C)c(=O)c2)CC1
(40) CCCNC(=O)C1c2ccccc2C(=O)N(CCOC)C12CCCCC2 (stereo not given)

screen / no.	33	34	35	36	37	38	39	40
GPT2 inh	-8%	-2%	-3%[88.5 µM]	-5%	-4%	1%[88.5 µM]	3%	-8%
3T3 cytotox	0%	-23%	u	-28%	20µM*	-8%[138 µM]	-10%	-1%
FLuc inh	5%	x	-3%[172 µM]	-8%	10%	-11%[172 µM]	-2%	3%
SNCA viab count	1%	17%	-21%[87.6 µM]	-7%	1%	-8%[87.6 µM]	1%	0%
IP6K1 inhibitor	7	-3	-8	8	2	4	17	7
SNCA expr inh	48%[activator]	8%	-5%[87.6 µM]	-7%	26%	-27%[87.6 µM]	-27%	4%
HEK293 tox	1%	-1%	u	-26%	u	2%[172 µM]	-6%	10%

(41) Cc1ccccc1CCC1CCCN(CC(=O)N2CCOCC2)C1 (stereo not given)
(42) O=C(N[C@H]1CO[C@H]2[C@@H]1OC[C@@H]2n1nnnc1Oc1ccc(-n2ccnc2)cc1)c1ccccc1
(43) COc1ccc(CCNc2nccn(-c3ccc(C)c(C)c3)c2=O)cc1OC
(44) Cc1c(CC(=O)N2CCCCC2)c(=O)oc2cc3occ(C(C)(C)C)c3cc12
(45) COc1nc(C)cnc1NS(=O)(=O)c1cccnc1-c1ccc(-c2nnco2)cc1
(46) CC1(C=O)CCCC2(C)C1CCC13CC(CO)C(CCC12)C3 (stereo not given)
(47) COc1ccc(-c2nc3c(c(-c4ccccc4)n2)CN(C(=O)c2ccccc2)CC3)cc1

screen / no.	41	42	43	44	45	46	47
GPT2 inh	-9%[11.5 µM]	-10%	x	x	5%&3%	i	-5%
3T3 cytotox	u	-13%	x	x	x	x	u
FLuc inh	-5%	-3%	x	x	x	x	0%
SNCA viab count	2%	2%	-1%	2%	-6%&3%	10%	-19%
IP6K1 inhibitor	22	7	15	-14	1	-6	4
SNCA expr inh	-11%	-5%	78%[activator]	9%	u	x	8%
HEK293 tox	-25%	-9%	x	x	x	x	u

# Quoted at random: six entries already listed.
(44) Cc1c(CC(=O)N2CCCCC2)c(=O)oc2cc3occ(C(C)(C)C)c3cc12
(45) COc1nc(C)cnc1NS(=O)(=O)c1cccnc1-c1ccc(-c2nnco2)cc1
(41) Cc1ccccc1CCC1CCCN(CC(=O)N2CCOCC2)C1 (stereo not given)
(43) COc1ccc(CCNc2nccn(-c3ccc(C)c(C)c3)c2=O)cc1OC
(46) CC1(C=O)CCCC2(C)C1CCC13CC(CO)C(CCC12)C3 (stereo not given)
(42) O=C(N[C@H]1CO[C@H]2[C@@H]1OC[C@@H]2n1nnnc1Oc1ccc(-n2ccnc2)cc1)c1ccccc1

screen / no.	44	45	41	43	46	42
GPT2 inh	x	5%&3%	-9%[11.5 µM]	x	i	-10%
3T3 cytotox	x	x	u	x	x	-13%
FLuc inh	x	x	-5%	x	x	-3%
SNCA viab count	2%	-6%&3%	2%	-1%	10%	2%
IP6K1 inhibitor	-14	1	22	15	-6	7
SNCA expr inh	9%	u	-11%	78%[activator]	x	-5%
HEK293 tox	x	x	-25%	x	x	-9%
